PTAP TSG101 blk: blocks PTAP/TSG101 interaction to inhibit HIV-1 budding; 340,000 tested, under 10 active; Fluorescence polarization, FITC-PTAP peptide / Tsg101 binding; Potency, µM (top dose mostly 115 µM), for inactives: at the highest dose activity change, negative = inhibition, hits mostly inhibitors; Q99816; active = well fitted inhibition curve with a large enough effect in the main read-out, with a control signal flat, not every such curve was filed as active; inconclusive = small, poorly fitted or top-dose-only effect, or effect the other way, or a change in a side signal; inactive = no such curve, though single readings can be large or run the other way; note: potency is the fitted concentration of half-maximal effect; % of control where 0% means no effect
Target sequence (Q99816 whole entry, looked up): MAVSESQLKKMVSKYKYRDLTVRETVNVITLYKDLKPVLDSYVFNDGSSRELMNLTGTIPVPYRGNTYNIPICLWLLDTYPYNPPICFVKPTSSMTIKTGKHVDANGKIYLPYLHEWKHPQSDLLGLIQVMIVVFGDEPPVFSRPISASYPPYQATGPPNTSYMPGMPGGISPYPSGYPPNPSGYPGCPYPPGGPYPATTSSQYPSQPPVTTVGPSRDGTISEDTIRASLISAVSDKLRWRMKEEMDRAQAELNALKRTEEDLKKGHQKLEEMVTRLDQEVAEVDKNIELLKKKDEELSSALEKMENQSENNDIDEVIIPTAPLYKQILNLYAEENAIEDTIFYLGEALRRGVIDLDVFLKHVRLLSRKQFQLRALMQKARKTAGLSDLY
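Compounds were pin-transferred onto Tsg101 binding domain (10 uM final) in HEPES pH 7.5 buffer, then FITC-PTAP peptide was added at 50 nM final. After 20 min at RT, polarization reported peptide displacement across a qHTS concentration series.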
Integrin act MD: activators of alpha7 integrin expression for muscular dystrophy. alpha7betagal myoblasts, beta-gal FDG fluorescence, 48 h. Potency, µM (top dose mostly 38.3 µM), for inactives: at the top dose activation, most hits filed as activators. 350,000 tested, 0.064% active;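 note: potency is the fitted concentration of half-maximal effect; 100% = response of the positive control SU9516; nearly all actives have a fitted effect of over 60% in size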
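Alpha7betagal+/- myoblasts (passage 13) were plated 16-24 hr, then exposed to compounds (1:260 dilution of DMSO stock) for 48 hours at 37C. After MPER lysis, β-galactosidase reporter activity was read as FDG fluorescence (ex 480/em 540) after 30 minutes.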
A-T KAP1 phos: potential ataxia-telangiectasia treatments restoring KAP-1 phosphorylation; […] A-T fibroblasts, KAP-1 phosphorylation AlphaLISA; neocarzinostatin DNA damage 30 min before lysis; Potency, µM (doses to about 57.5 µM), without a hit: top-dose activation, hits mostly activators; 320,000 tested, 0.19% active; AID 485349; note: potency is the fitted concentration of half-maximal effect; % of control where 0% means no effect; nearly all actives have a fitted effect of over 45% in size
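hTERT-immortalized A-T patient fibroblasts ([…]), 500 cells/well in OPTI-MEM, 1% FBS, got compounds for 60 min, then NCS for 30 min at 37C. Lysates were then assayed for phospho-KAP-1 by AlphaLISA (anti-pKAP1 donor, anti-KAP1 acceptor beads), 6 hr at 25C.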
Mito fusion yeast: blocks mitochondrial division or promotes mitochondrial fusion. 320,000 tested, 0.23% active. AID 485298. S. cerevisiae fusion-defective mutant growth rescue, CellTiterGlo 48 h. Potency, µM (top dose mostly 46.1 µM), for the others: at the top dose growth rescue (activation), actives largely listed as activators;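 note: potency is the fitted concentration of half-maximal effect; % of control where 0% means no effect; nearly all actives have a fitted effect of over 45% in size; temperature-sensitive fusion mutants such as fzo1-1 at 37 °C on non-fermentable ethanol glycerol medium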
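Read-out: ATP-based luminescence (CellTiterGlo, 10 min ambient) reporting growth of fusion-defective ts yeast after 48 hours at 37C on glycerol/ethanol YPEG medium in the presence of compound.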
Menin MLL FP TR: displaces Texas Red mutant MLL peptide from human menin; O00255; Menin + Texas Red MLL mutant peptide, fluorescence polarization; Potency, µM (titrated, usually from 61.6 µM), for the others: top-dose FP activity change, negative = inhibition, most hits filed as inhibitors; 270,000 tested, 0.23% active; active = well fitted inhibition curve with a large enough effect in the polarisation, with a control signal flat, not every such curve was filed as active; inconclusive = small, poorly fitted or top-dose-only effect, or effect the other way, or a change in a side signal; inactive = no such curve, though single readings can be large or run the other way; the % refers to the polarisation; note: potency is the fitted concentration of half-maximal effect; % of control where 0% means no effect; many of its hits are not listed in these tables
TCR act: activators of T cell receptors; Potency, µM (doses to about 9.22 µM), inactives show at the highest dose activation of IL-2 secretion, hits mostly activators; 330,000 tested, under 10 active; primary human leukocytes, anti-CD3, IL-2 HTRF, 48 h; AID 504894; note: % of control where 0% means no effect
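Primary human leukocytes incubated 48 hr with anti-CD3 beads plus compound, without co-stimulation. Secreted IL-2 measured by HTRF (europium cryptate/d2 anti-IL-2 pair, 320 nm excitation, 665 nm emission).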
TSHR antagonist: antagonists of human thyroid stimulating hormone receptor; TSHR-expressing cells, TSH-stimulated cAMP HTRF, 2 h; active compounds read low; activity change, negative = inhibition, % at 11.5 µM; 330,000 tested, 0.2% active; AID 504810;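 active = activity change below a set negative limit, meaning inhibition stronger than a set level, cut at about -70% in these data; inconclusive = activity change between two set negative limits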; note: % is set by controls: 0 for no effect and ±100 for the full control effect
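TSHR-expressing cells were treated with compounds, then stimulated with TSH at EC80 (4nM final) for 2 hours at 37 deg C. Cellular cAMP was measured by HTRF competition between lysate cAMP and cAMP-d2 for a cryptate-labelled anti-cAMP antibody.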
ASM inhibitor: blocks human secretory acid sphingomyelinase; P17405; placental ASM, HMU-PC fluorogenic substrate, 60 min; 340,000 tested, 0.006% active; Potency, µM (highest dose often 57.5 µM), without a hit: at the top dose activity change, negative = inhibition, actives largely listed as inhibitors; note: potency is the fitted concentration of half-maximal effect
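Fluorogenic HMU-PC substrate (9 uM final) is turned over by placental ASM in 60 min at 37 C after a 10 min compound preincubation. Reaction ended by alkaline stop (pH 10), with fluorescence read at 386/447 nm.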
CXXC DNA block: MLL CXXC-DNA interaction inhibition | Q03164 | MLL-CXXC / FITC-HOXA9 DNA fluorescence polarization | Potency, µM (doses to about 115 µM), inactives show at the top dose activity change, negative = inhibition, usual class: inhibitors | 290,000 tested, 0.037% active; active = well fitted inhibition curve with a large enough effect in the polarisation, with a control signal flat, not every such curve was filed as active; inconclusive = small, poorly fitted or top-dose-only effect, or effect the other way, or a change in a side signal; inactive = no such curve, though single readings can be large or run the other way; the % refers to the polarisation; note: potency is the fitted concentration of half-maximal effect
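Fluorescence polarization: 7 uM MLL-CXXC (stock) preincubated 5 min with compounds, then 50 nM fluorescein-HOX-A9 DNA (stock) added; 30 min ambient. Buffer 50 mM Tris-HCl pH 7.5, 50 mM NaCl, 1 mM DTT, 0.05% BSA.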
MBNL1-CUG inh: inhibitors of human MBNL1 binding to CUG repeat RNA. Potency, µM (highest dose often 57.5 µM), for the others: at the highest dose activity change, negative = inhibition, most hits filed as inhibitors. TR-FRET MBNL1-His/biotin-(CUG)12 binding, 665/545 ratio. Q9NR56. 280,000 tested, 0.036% active. AID 2675; active = well fitted inhibition curve with a large enough effect in the signal ratio, with a control signal flat, not every such curve was filed as active; inconclusive = small, poorly fitted or top-dose-only effect, or effect the other way, or a change in a side signal; inactive = no such curve, though single readings can be large or run the other way; the % refers to the signal ratio; note: potency is the fitted concentration of half-maximal effect; % is set by controls: 0 for no effect and ±100 for the full control effect
Target sequence (Q9NR56 whole entry, looked up): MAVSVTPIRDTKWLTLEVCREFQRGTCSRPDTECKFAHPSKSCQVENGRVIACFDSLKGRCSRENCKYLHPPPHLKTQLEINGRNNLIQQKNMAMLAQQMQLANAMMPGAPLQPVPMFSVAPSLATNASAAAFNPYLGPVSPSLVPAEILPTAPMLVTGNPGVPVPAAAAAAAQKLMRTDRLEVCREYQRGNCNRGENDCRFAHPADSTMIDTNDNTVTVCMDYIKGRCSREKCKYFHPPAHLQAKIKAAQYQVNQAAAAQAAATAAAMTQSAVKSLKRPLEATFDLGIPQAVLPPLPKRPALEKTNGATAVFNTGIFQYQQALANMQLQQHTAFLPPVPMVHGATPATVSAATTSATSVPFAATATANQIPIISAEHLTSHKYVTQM
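Inhibition of protein-RNA binding appears as loss of TR-FRET between terbium anti-His antibody on MBNL1-His and streptavidin-XL665 on biotin-(CUG)12. Activity is normalized to buffer-only and uninhibited-complex controls.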
Active calls of the source: *; ? = inconclusive; · = no result given; & = joins results of further samples; [ ] = remark or other dose. Unless noted, calls come from the whole dose curve; as a rule, active = well fitted curve in the direction sought with a large enough effect; inconclusive = small, poorly fitted or top-dose-only effect, or another doubt; inactive = no such curve, though single readings can be large; an effect the other way counts as inactive or inconclusive. Not all compounds are listed. The share of hits here may be higher or lower than overall.

Value order – PTAP TSG101 blk, Integrin act MD, A-T KAP1 phos, Mito fusion yeast, Menin MLL FP TR, TCR act, TSHR antagonist, ASM inhibitor, CXXC DNA block, MBNL1-CUG inh
CC(NC(=O)c1cccnc1)C(c1cccs1)N1CCN(C)CC1 (stereo not drawn)
 : -1%, 7%, 3%, -1%, -9%, 0%, -1, -3%, 2%, -3%
O=C(c1ccc(O)cc1)c1ccc(C(=O)c2ccc(O)cc2)cc1
 : -3%, 13%, -1%&-1%, 6%&2%, 5%, 5%, -35&-41, 1%, -5%&9%, 19%&10%
CSc1ncccc1C(=O)NCC(=O)Nc1ccc(F)c(F)c1
 : -3%, 10%, 3%, -2%, -8%, 3%, -1, -1%, ?, -5%
CC1=C(C)CC(C(=O)NCCc2ccc(F)cc2)C(C(=O)O)C1 (stereo not drawn)
 : 0%, 29%, -3%, 3%, 17%, 4%, -7, 7%, -10%, -5%
COc1ccc(N(C)S(=O)(=O)c2cccc(C(=O)Nc3ccc(OC)nc3)c2)cc1
 : ·, ·, 4%, 18%, 18%, 1%[46.1 µM], -19, ·, 6%, ·
CCOC(=O)N1CCN(CC(O)COc2cc(C)cc(C)c2)CC1 (stereo not drawn)
 : -2%, 18%, 17%, -3%, -13%, 1%, 10, 1%, -10%, -5%
N#C/C(=C(/O)COC(=O)Cc1c[nH]c2ccccc12)c1nc2ccccc2[nH]1
 : -1%, 3%, -1%, 1%, ?, ·, -12, -5%, 2%, 3%
CNc1nc2cccnc2s1
 : -1%, 17%, 9%, 4%, ·, -3%, 6, 6%, -8%, -2%
O=C(c1ccc2c(c1)OCO2)N1CCCC1
 : -5%, 1%, -1%, -1%, -10%, ·, 21, 5%, 0%, 1%
O=C(OCCOc1ccc(Br)cc1)c1ccc(Cl)nc1
 : -1%, 7%, 0%, -7%, 8%, -4%, -8, -6%, 3%, -8%
COc1ccc2ccccc2c1-c1csc(N)n1
 : -2%, 40%, -1%, 0%, ?, -6%, -7, 5%, -9%, 0%
O=C(CSc1ccccc1)NC1=NCCS1
 : -1%, 2%, -9%, 1%, ·, 1%, 1, 0%, 3%, 0%
CCN(C[C@H]1N[C@@](CC)(C(=O)OC)[C@H]2C(=O)N(C)C(=O)[C@@H]12)C(=O)c1ccc(F)cc1
 : -12%, 38%, 9%, ·, ·, 2%, 15, -1%, ·, ·
O=C(c1cccs1)N1CCN(c2nc3ccccc3s2)CC1
 : -3%, 9%, 3%, -1%, -6%, 1%, -12, -3%, 2%, 1%
C=CCOc1ccccc1CN1CCC(CO)(CCOc2ccccc2)CC1
 : -1%, -15%, -1%, -4%, ?, 2%, 3, -1%, -2%, 12%
Cc1ccc(N(C(=O)CCC(=O)Nc2cc(C)on2)C(C(=O)NC2CCCC2)c2ccncc2)cc1 (stereo not drawn)
 : 1%, 3%, -3%, -3%, -7%, -2%, 2, 2%, 5%, -4%
O=C(Nc1ccc2c(c1)OCCO2)C1CCN(C(=O)c2ccc([N+](=O)[O-])cc2)CC1
 : -1%, 2%, 0%, -3%, ?, -5%, 3, -2%, 3%, ?
CC(=NNC(=O)c1cc(C)oc1C)c1ccc(Br)s1
 : 2%, -1%, 1%, ·, ·, 6%, -8, -2%, ·, ·
Cc1ccc(S(=O)(=O)/C(C#N)=C/c2c(N3CCN(C)CC3)nc3ccccn3c2=O)cc1
 : -6%, 19%, 1%, -5%, 0%, -21%, 1, 15%, -5%, ?
c1ccc(-n2ncc3c(N4CCN(c5ccccn5)CC4)nc(N4CCCCCC4)nc32)cc1
 : -2%, -13%, ·, 9%, -4%, -2%, -6, -1%, -7%, -14%
COC(=O)C1=C(C)N(CCCC(=O)O)C(=O)NC1c1ccc([N+](=O)[O-])cc1 (stereo not drawn)
 : -10%, -6%, ·, ·, ·, -2%, ·, 2%, ·, ·
Cc1cc(C)cc(OCC(=O)OCC(=O)NC2CCCCCC2)c1
 : -3%, 1%, -4%, 1%, ·, 5%, -5, 3%, ·, ·
CC1CN(CC(=O)Nc2cccc(C(=O)Nc3cccc(C(F)(F)F)c3)c2)CC(C)O1 (stereo not drawn)
 : 0%, 0%, 0%, -1%, 11%, 0%, -3, -6%, 7%, 1%
CO/N=C/c1ccc(OC)c(Oc2nc(OC)cc(OC)n2)c1
 : -3%, 0%, 1%, 5%, -5%, 0%, -2, 0%, -1%, 1%
O=C(COC(=O)c1ccc(O)cc1O)Nc1ccc2ccccc2c1
 : 2%, -25%, -8%, 2%, ·, ·, -19, -15%, ·, ·
COc1ccc(CNC(=O)Cn2ncn3cccc3c2=O)cc1
 : ·, ·, 0%, 5%, -21%, ·, 46, ·, 1%, -6%
COc1ccc(CNCCCO)cc1OC
 : -7%, -8%, -2%, -5%, 3%, 1%[46.1 µM], -5, 3%, -1%, -7%
COc1ccc2oc(-c3ccco3)cc(=O)c2c1
 : 0%, -29%, -1%, -10%, 22%, -9%, 46, 28%, 2%, ?
CCOC(=O)C1CCN(c2ncnc3c2cnn3C)CC1
 : -2%, 4%, -1%, -7%, -14%, 7%, 4, -4%, ?, -2%
COc1cccc(Nc2c(F)c(F)c(F)c(F)c2C(=O)O)c1
 : -6%, -9%, 4%, -6%, ?, -5%, 11, 8%, -8%, 1%

Six consecutive compounds from above, for reference:
Value order – PTAP TSG101 blk, Integrin act MD, A-T KAP1 phos, Mito fusion yeast, Menin MLL FP TR, TCR act, TSHR antagonist, ASM inhibitor, CXXC DNA block, MBNL1-CUG inh
O=C(COC(=O)c1ccc(O)cc1O)Nc1ccc2ccccc2c1
 : 2%, -25%, -8%, 2%, ·, ·, -19, -15%, ·, ·
COc1ccc(CNC(=O)Cn2ncn3cccc3c2=O)cc1
 : ·, ·, 0%, 5%, -21%, ·, 46, ·, 1%, -6%
COc1ccc(CNCCCO)cc1OC
 : -7%, -8%, -2%, -5%, 3%, 1%[46.1 µM], -5, 3%, -1%, -7%
COc1ccc2oc(-c3ccco3)cc(=O)c2c1
 : 0%, -29%, -1%, -10%, 22%, -9%, 46, 28%, 2%, ?
CCOC(=O)C1CCN(c2ncnc3c2cnn3C)CC1
 : -2%, 4%, -1%, -7%, -14%, 7%, 4, -4%, ?, -2%
COc1cccc(Nc2c(F)c(F)c(F)c(F)c2C(=O)O)c1
 : -6%, -9%, 4%, -6%, ?, -5%, 11, 8%, -8%, 1%

Next entries follow.
Value order – PTAP TSG101 blk, Integrin act MD, A-T KAP1 phos, Mito fusion yeast, Menin MLL FP TR, TCR act, TSHR antagonist, ASM inhibitor, CXXC DNA block, MBNL1-CUG inh
COc1ccc(/C=N/N2C(=O)C3C4C=CC(CC4)C3C2=O)c(OC)c1 (stereo not drawn)
 : -3%, -4%, -1%, 9%, -9%, 2%, -12, 0%, 10%, ·
COc1cccc(CN(CC(=O)NCc2ccco2)C(=O)CNS(=O)(=O)c2ccccc2)c1
 : 0%, -50%[inhibitor], 6%, -4%, 0%, -2%, -7, -1%, -2%, -8%
COc1ccc(S(=O)(=O)N2CCCC2C(=O)Nn2cnnc2)cc1 (stereo not drawn)
 : -8%, 21%, 1%, 3%, -5%, 7%, 12, 0%, -8%, -10%
O=C(NNC(=O)c1cc(Br)ccc1O)c1csc(N2CCOCC2)n1
 : -1%, -14%, -4%, 3%, ·, -6%, 16, 0%, ·, ·
CN(C)C(=O)c1cc(C(=O)c2ccccc2)c[nH]1
 : -1%, 4%, -5%, 1%, -1%, -1%, 3, -2%, -9%, -6%
COc1ccc(S(N)(=O)=O)cc1C(=O)N1CCCC1
 : -6%, 5%, 8%, -5%, -5%, -5%, -4, 1%, 3%, 2%
COc1ccc(NC(=O)c2cc(S(=O)(=O)N3CCCC3)ccc2OC)cc1
 : 1%, -11%, 3%, 11%, 6%, 8%, 7, 0%, 3%, -5%
CCc1c(O)nc(SCC(=O)Nc2ccc(OC)cc2)n(C2CCCCC2)c1=O
 : -9%, -12%[7.66 µM], 0%, 2%, 10%, 3%, 6, -13%, 12%, -16%
Cc1ccc(CSc2nnc(Cn3c(=O)sc4ccccc43)n2C)cc1
 : -2%, 1%, 1%, 1%, -13%, 1%[46.1 µM], -16, 3%, -3%, -5%
CCCC(=O)c1cc2cc(Cl)ccc2oc1=O
 : -2%, 14%, 6%, 2%, -6%, 2%, -3, 1%, 0%, ?

Screening results deposited in PubChem by National Center for Advancing Translational Sciences (NCATS).
